# RXFP1 antag = antagonists of human relaxin receptor RXFP1 | HEK293-RXFP1, relaxin-stimulated cAMP HTRF, 30 min; stronger effect = lower value | activity change, negative = inhibition, % at 57.5 µM | actives 0.59% (n = 350,000) | AID 1259400;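 active = activity change of -60% or lower, but not beyond a set lower limit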; also: % is scaled to controls: 0 for no effect and ±100 for the full control effect
# D2 potentiator = positive allosteric modulators of human D2 dopamine receptor; P14416; HEK293 T-REx D2, calcium flux, EC20 dopamine potentiation; potentiation, % at 10 µM; actives 0.34% (n = 340,000); AID 485347;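 active = potentiation over 3 SD above the plate norm, cut at about 30% in these data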; also: 0% is about no effect
#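 Using a no-wash calcium dye in inducible, force-coupled HEK293 Trex cells expressing D2, we tracked fluorescence each second for 180 s after compound, then for 180 s after EC20 dopamine to detect augmented signalling.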
# RXFP1 ag = agonists of human relaxin receptor RXFP1; actives 0.3% (n = 370,000); Q9HBX9; HEK293T-RXFP1 cAMP TR-FRET, 30 min; response scale: percent of porcine relaxin response, buffer zero; Potency, µM (titrated, usually from 57.5 µM), inactives show top-dose activation, usual class: activators; AID 2676; active = well fitted activation curve with a large enough effect; also: potency is read from the fitted curve at half-maximal effect; % is scaled to controls: 0 for no effect and ±100 for the full control effect; nearly all actives have a fitted effect of over 60% in size; many of its hits are not listed in these tables
#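 Agonist response is measured as cAMP accumulation in an RXFP1-transfected HEK293T line under PDE4 inhibition. Values are scaled between buffer-only and 29 nM porcine relaxin, and EC50s come from standard Hill equation fits.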
# TRHR PAM = allosterically enhances the human TRH receptor. actives 0.66% (n = 360,000). P34981. AID 493056. enhancement, % at 2 µM. TRHR cells, fluo-8 calcium fluorescence, EC20 TRH enhancement; in the data active = enhancement above about 30%; also: 0% is about no effect
# Target sequence (P34981 whole entry, looked up): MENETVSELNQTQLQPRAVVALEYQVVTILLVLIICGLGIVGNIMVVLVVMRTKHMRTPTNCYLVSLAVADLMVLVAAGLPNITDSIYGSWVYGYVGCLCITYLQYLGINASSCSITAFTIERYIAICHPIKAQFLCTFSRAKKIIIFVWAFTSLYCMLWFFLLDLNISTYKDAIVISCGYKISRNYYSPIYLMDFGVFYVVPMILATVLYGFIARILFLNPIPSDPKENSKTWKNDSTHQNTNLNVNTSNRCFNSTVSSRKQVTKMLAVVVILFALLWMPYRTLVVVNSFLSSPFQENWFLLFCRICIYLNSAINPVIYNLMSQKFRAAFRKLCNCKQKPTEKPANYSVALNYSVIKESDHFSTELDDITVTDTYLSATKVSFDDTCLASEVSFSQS
#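 Enhancer read-out: after compound pinning and an initial kinetic agonist-mode read, an EC20 of TRH (10 nM final) was injected and fluo-8 calcium signal (Ex 480/Em 530) followed at 1 s/cycle for 100 cycles in TRHR-expressing cells.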
# D1 agonist = activates the human D1 dopamine receptor; actives 1% (n = 360,000); activation, % at 2 µM; AID 504660; HEK293 T-REx D1 cells, calcium flux, agonist mode; P21728; in the data active = activation above about 30%; also: 0% is about no effect
# Target sequence (P21728 whole entry, looked up): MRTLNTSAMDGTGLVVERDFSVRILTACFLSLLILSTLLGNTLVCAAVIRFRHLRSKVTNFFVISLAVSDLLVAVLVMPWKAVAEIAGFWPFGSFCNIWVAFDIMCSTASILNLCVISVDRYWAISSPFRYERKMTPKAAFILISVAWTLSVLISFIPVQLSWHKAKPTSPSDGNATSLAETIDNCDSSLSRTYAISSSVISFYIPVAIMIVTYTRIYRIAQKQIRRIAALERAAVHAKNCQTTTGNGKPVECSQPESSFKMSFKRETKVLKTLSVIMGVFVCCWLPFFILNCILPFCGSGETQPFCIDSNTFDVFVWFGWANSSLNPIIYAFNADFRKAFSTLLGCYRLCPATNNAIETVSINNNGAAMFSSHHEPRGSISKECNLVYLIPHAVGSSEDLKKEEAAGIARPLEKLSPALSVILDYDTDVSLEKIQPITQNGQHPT
#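 Tetracycline-induced HEK293 TREx D1 cells, force-coupled to calcium signalling, were dye-loaded with a no-wash calcium kit. Compound was pin-added after a 10 s baseline. Fluorescence was read kinetically at 1 cycle/s for 180 s, with calcium rises flagged as agonism.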
# D1 antag = antagonists of human D1 dopamine receptor | P21728 | HEK293 TREx D1 cells, calcium flux, dopamine EC80; stronger effect = lower value | activity change, negative = inhibition, % at 10 µM | actives 3.2% (n = 360,000); in the data active = activity change below about -30%; also: % is scaled to controls: 0 for no effect and ±100 for the full control effect
#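 Tetracycline-induced HEK293 T-REx cells with force-coupled D1 receptor were loaded with a no-wash calcium dye. Compound was added after a 10 s baseline and read kinetically for 180 s; EC80 dopamine was then added and calcium flux followed another 180 s.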
# D2 antag = D2 dopamine receptor (human) antagonism; inhibition, % at 10 µM; actives 2% (n = 340,000); AID 485344; HEK293 TREx D2 cells, calcium flux, dopamine EC80; P14416; in the data active = inhibition above about 30%; also: 0% is about no effect
#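 Compounds are added to dye-loaded, induced HEK293 T-REx cells coupled to calcium release via D2; after a 3 min kinetic read an EC80 dopamine stimulus is given and fluorescence is recorded for 3 more min.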
# D1 PAM = human D1 dopamine receptor positive modulation. P21728. HEK293 TREx D1 cells, calcium flux, dopamine EC20 potentiation. potentiation, % at 10 µM. actives 0.036% (n = 360,000); in the data active = potentiation above about 30%; also: 0% is about no effect
# D2 ag = D2 dopamine receptor (human) agonism; HEK293 T-REx D2 cells, calcium flux agonist mode; actives 0.53% (n = 340,000); activation, % at 2 µM; P14416; AID 485358;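 active = activation over 3 SD above normal in the single-dose calcium agonist read, cut at about 30% in these data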; also: 0% is about no effect
#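 Calcium-flux readout, 1 cycle/sec over 180 s following compound pin transfer, in inducible HEK293 Trex D2 cells (force-coupled); dopamine controls included. Positive calcium responses during this window marked compounds as potential agonists.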
# The depositor's hits bear a star; · = no result given. Not all compounds are listed. The share of hits here may be higher or lower than overall.
SMILES,RXFP1 antag,D2 potentiator,RXFP1 ag,TRHR PAM,D1 agonist,D1 antag,D2 antag,D1 PAM,D2 ag
Cc1ccccc1Oc1nc2ccccc2n2cnnc12,5,2,-1.9%,5,5,9,-2,4,0.2
COC(=O)c1ccccc1NC(=O)CN(c1c(C)cccc1C)S(C)(=O)=O,3,0,1.8%,-5,4,-2,-8,1,-0.7
COc1ccc(CCN2CC(C(=O)NCc3ccccc3)CCC2=O)cc1 (configuration not stated),1,-5,-0.3%,-3,2,4,1,3,0.0
CC(C)CCNC(=O)C12CN(Cc3ccccc3)CC1C(c1cccc([N+](=O)[O-])c1)=NO2 (configuration not stated),·,1,1.4%,0,2,2,-2,-4,1.0
CCN(CC)CCOC(=O)c1ccc(NC(=O)CCCN2C(=O)/C(=C\c3cccs3)SC2=S)cc1,-5,-27,-3.4%,-5,23,-66*,68*,-21,1.0
Cc1cc(C)cc(NC(=S)N=Nc2c(O)n(C)c3ccc(S(=O)(=O)N4CCOCC4)cc23)c1,6,4,-0.8%,-3,0,4,-10,-7,-0.8
COc1cccc(C(=O)Cn2c(NCCO)nc3ccccc32)c1,21,13,-0.2%,4,2,-2,18,-2,0.3
COC(=O)C(C(=O)OC)c1ccc(NC(=O)c2cccc(Cl)c2)cc1,-24,-10,-0.8%,-5,1,-16,17,-10,0.5
Cc1cc(-c2nnc3n2CCCCC3)c(C)n1-c1ccccc1,-2,10,1.8%,4,1,-8,-5,-8,-0.4
COc1ccc(-c2nnnn2-c2ccccc2OC)cc1,23,-6,2.2%,25,0,-16,4,-3,-0.6
Cc1cc(NC(=O)CSc2ncnc3sccc23)no1,-3,7,12%,-2,1,-8,0,8,0.9
O=C(NCc1cccs1)Nc1cccs1,-7,-5,-0.4%,4,6,-4,-55,3,-0.8
O=S(=O)(Nc1cc(C(F)(F)F)ccc1N1CCOCC1)c1ccc2ccccc2c1,-14,5,-0.8%,3,2,-7,4,1,3.0
NS(=O)(=O)c1cccc(NC(=O)c2cc(-c3cccs3)nc3ccccc23)c1,3,-1,6.5%,-6,1,-5,·,3,·
COc1cc(C)nc(OCCNC(=O)COc2ccc(Cl)cc2Cl)n1,-4,7,-0.3%,-2,2,5,12,-4,0.7
COc1ccc(OC)c(NC(=O)c2ccc(CSc3ncccn3)cc2)c1,8,16,-1.8%,3,0,6,-2,-5,-1.3
COc1ccc(-c2nc(N/N=C(\C)c3ccc(O)cc3)c3ccccc3n2)cc1,1,·,2.5%,7,3,-8,·,1,·
C/C=C/C(=O)OCC(=O)Nc1cc(-c2cc(C)c(C)cc2C)nn1-c1ccccc1,-4,-8,1.2%,-5,6,-6,9,-11,0.9
O=C(/C=N/O)NCCCN1CCOCC1,-1,10,0.5%,9,6,9,-9,-6,-1.5
C1CCN(C2CCN(c3nc4nonc4nc3N3CCSCC3)CC2)C1,-14,5,0.4%,-6,2,-17,3,-4,-0.3
CCOc1ccc(S(=O)(=O)N2CCCCC2)cc1NC(=O)CN1C(=O)NC(C)(C2CC2)C1=O (configuration not stated),-15,-10,1.8%,3,2,8,-10,-5,1.4
CCOC(=O)c1[nH]c2c(c1Cc1ccccc1)C(=O)CC(c1ccccc1)C2 (configuration not stated),-14,-4,2.9%,-2,5,3,·,-3,0.1
O=C(Nc1nnc(-c2ccccc2)o1)c1cc(-c2cccs2)nc2ccccc12,·,0,2.4%,-1,5,-4,17,1,1.7
CCOC(=O)c1cc(S(=O)(=O)Nc2ccc(OC)cc2OC)cn1C,-10,0,3.4%,-1,12,-13,17,-3,0.4
O=C(CN1C(=O)/C(=C/c2ccc(F)cc2)SC1=S)NC1C=CS(=O)(=O)C1 (configuration not stated),-18,5,-3.2%,1,1,-6,5,-6,13

# Some of the entries above, reformatted.
SMILES: O=C(NCc1cccs1)Nc1cccs1
  RXFP1 antag: -7 | D2 potentiator: -5 | RXFP1 ag: -0.4% | TRHR PAM: 4 | D1 agonist: 6 | D1 antag: -4 | D2 antag: -55 | D1 PAM: 3 | D2 ag: -0.8

SMILES: O=S(=O)(Nc1cc(C(F)(F)F)ccc1N1CCOCC1)c1ccc2ccccc2c1
  RXFP1 antag: -14 | D2 potentiator: 5 | RXFP1 ag: -0.8% | TRHR PAM: 3 | D1 agonist: 2 | D1 antag: -7 | D2 antag: 4 | D1 PAM: 1 | D2 ag: 3.0

SMILES: NS(=O)(=O)c1cccc(NC(=O)c2cc(-c3cccs3)nc3ccccc23)c1
  RXFP1 antag: 3 | D2 potentiator: -1 | RXFP1 ag: 6.5% | TRHR PAM: -6 | D1 agonist: 1 | D1 antag: -5 | D2 antag: · | D1 PAM: 3 | D2 ag: ·

SMILES: COc1cc(C)nc(OCCNC(=O)COc2ccc(Cl)cc2Cl)n1
  RXFP1 antag: -4 | D2 potentiator: 7 | RXFP1 ag: -0.3% | TRHR PAM: -2 | D1 agonist: 2 | D1 antag: 5 | D2 antag: 12 | D1 PAM: -4 | D2 ag: 0.7

# Continuation:
SMILES,RXFP1 antag,D2 potentiator,RXFP1 ag,TRHR PAM,D1 agonist,D1 antag,D2 antag,D1 PAM,D2 ag
CCOc1ccc(S(=O)(=O)/N=C(/c2ccccc2)N(C)C)cc1,2,8,1.9%,-2,0,-27,-15,-1,0.0
COc1ccccc1Oc1ccc(N/C=C/C(=O)c2ccc(C)o2)cc1,-12,-11,3.2%,-2,8,-2,24,-3,0.1
Cc1ccccc1Nc1c(-c2ccc(O)cc2)nc2c(C)cccn12,-12,9,0.7%,8,-1,6,·,-1,·
COc1ccc(N2C(=O)CC(N3CCN(C(=O)c4ccco4)CC3)C2=O)cc1 (configuration not stated),0,16,2.4%,-2,0,-10,-4,-1,6.1
Cc1cccc(CCNC(=O)c2cccc(NC3=NC4CS(=O)(=O)CC4S3)c2)c1 (configuration not stated),-2,4,3.2%,0,1,-10,-9,-8,-0.5
COc1ccc(CCN2C(=O)CC(Nc3ccc(N4CCOCC4)cc3)C2=O)cc1OC (configuration not stated),-8,7,-2.5%,7,0,-20,-11,-11,0.2
COc1ccc(-c2cc3ccc(OC)cc3cn2)cc1,·,12,1.1%,-2,2,·,-10,4,-0.1
CCC1=Nc2cc(C(=O)NCCCOC(C)C)ccc2Sc2ccccc21,-2,4,-0.1%,0,0,11,-14,3,-0.1
CC(C)(C)NC(=S)NNC(=O)[C@H]1C[C@@H]1c1ccccc1,-20,-3,-0.6%,7,3,-1,-10,-2,0.2
O=C(NCc1ccco1)C(c1ccco1)N(Cc1cccs1)C(=O)Cn1nnc2ccccc21 (configuration not stated),7,11,0.3%,6,12,-1,-20,-5,-1.3
Cn1ncc(Cl)c1C(=O)Nc1ccc2c(c1)OCO2,-4,11,-2.0%,2,3,9,-19,8,0.0
CCOc1ccc(NC(=O)N(C2CCCCC2)C(C)c2cccnc2)cc1 (configuration not stated),·,22,-0.1%,5,6,18,12,·,-0.5
Cc1cc(C)c(C)c(S(=O)(=O)N2CCNCC2)c1C,-5,5,-0.5%,1,5,-20,2,-5,2.9
COc1ccc(C(CC(=O)Nc2cc(C)ccn2)N2Cc3ccccc3C2=O)cc1 (configuration not stated),9,12,1.5%,6,2,-5,-17,1,-0.1
CC(C)CCNC(=O)C1CC(c2cccc([N+](=O)[O-])c2)=NO1 (configuration not stated),·,·,-1.5%,-1,6,-14,·,-5,·
CCOc1ccc(CCNC(=O)c2nnc(Cc3ccc(F)cc3)o2)cc1OCC,·,-2,2.2%,-2,-3,-11,6,-5,-0.6
CCOC(=O)N1CCN(C(=O)c2c[nH]c3ccc(S(=O)(=O)N(C)c4ccc(OCC)cc4)cc3c2=O)CC1,15,0,-0.6%,24,2,-89*,-15,-19,-1.9
O=C1C2C(c3ccccc3)C=CC(c3ccccc3)C2C(=O)N1c1ccncc1 (configuration not stated),-7,-14,-1.1%,0,5,16,18,-4,0.1
COc1ccc(C2CC(=O)C=C(NCC3CCCO3)C2)cc1 (configuration not stated),-6,-7,1.1%,-2,2,-7,-9,1,5.6
O=C(Cc1c(F)cccc1Cl)NCCN1CCOCC1,5,4,-0.7%,-6,3,-7,6,3,0.8
COc1cccc(CC2(CO)CCN(Cc3ccc(NC(C)=O)cc3)CC2)c1,-20,-3,-0.8%,1,4,-6,-15,-1,0.8
O=C(NC(=S)Nc1ccc(N2CCOCC2)cc1)c1cncc(Br)c1,5,6,0.3%,4,3,11,4,-1,0.2
FC(F)(F)c1cccc(Cn2nnnc2-c2cccc(C(F)(F)F)c2)c1,-3,-5,0.5%,-9,5,-10,1,-6,0.2
CC(NC(=O)c1ccc(S(=O)(=O)Nc2ccccc2)cc1)c1ccc(S(N)(=O)=O)cc1 (configuration not stated),-3,5,-0.7%,3,9,0,11,·,0.1
CCCc1ccc(-c2cc(N)n[nH]2)cc1,-18,6,-0.7%,14,1,6,-7,6,-0.1
CCCCCOC(=O)c1ccc(OC(=O)c2cncc(Br)c2)cc1,0,4,-0.4%,-5,2,-1,2,-2,0.6
Cc1csc2nc(CNC(=O)c3ccco3)cn12,0,0,2.8%,4,3,15,-17,0,1.3
COc1ccccc1-c1cc(N)n[nH]1,5,18,1.6%,1,0,11,-12,-2,-0.2

# Among those listed so far, these have a furan ring, fused or not.
SMILES,RXFP1 antag,D2 potentiator,RXFP1 ag,TRHR PAM,D1 agonist,D1 antag,D2 antag,D1 PAM,D2 ag
COc1ccccc1Oc1ccc(N/C=C/C(=O)c2ccc(C)o2)cc1,-12,-11,3.2%,-2,8,-2,24,-3,0.1
COc1ccc(N2C(=O)CC(N3CCN(C(=O)c4ccco4)CC3)C2=O)cc1 (configuration not stated),0,16,2.4%,-2,0,-10,-4,-1,6.1
O=C(NCc1ccco1)C(c1ccco1)N(Cc1cccs1)C(=O)Cn1nnc2ccccc21 (configuration not stated),7,11,0.3%,6,12,-1,-20,-5,-1.3
Cc1csc2nc(CNC(=O)c3ccco3)cn12,0,0,2.8%,4,3,15,-17,0,1.3

# Reformatted: results already given
# Below each SMILES: RXFP1 antag	D2 potentiator	RXFP1 ag	TRHR PAM	D1 agonist	D1 antag	D2 antag	D1 PAM	D2 ag
COc1ccc(-c2cc3ccc(OC)cc3cn2)cc1
 : ·	12	1.1%	-2	2	·	-10	4	-0.1
CCC1=Nc2cc(C(=O)NCCCOC(C)C)ccc2Sc2ccccc21
 : -2	4	-0.1%	0	0	11	-14	3	-0.1
